Bioassay records as filed in PubChem.
Rac1 act GTP bind: human Rac1 activated mutant GTP binding change; P63000; GST-Rac1 activated beads, fluorescent GTP binding, flow cytometry; actives lie on both sides; 100% means binding = to untreated wells; percent activity (GTP binding), % at 10 µM; hit rate 0.11% among 190,000; AID 764;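 active = GTP binding at least 20 percentage points away from the 100% baseline, in either direction, so actives lie on both sides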
Rac1 wt GTP bind: modulators of human Rac1 wildtype GTP binding; GST-Rac1 beads, fluorescent GTP binding, flow cytometry; actives lie on both sides; 0 = cold GTP competed, 100 = untreated; hit rate 0.27% among 190,000; GTP binding activity (% of control), % at 10 µM;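 active = GTP binding activity at least 20 points away from the 100% control level, either lower or higher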
Rab2A wt mod: changes GTP binding to wildtype dog Rab2A, up or down; P61105; GST-Rab2 wt beads, Bodipy-GTP binding, flow cytometry; GTP binding activity, % at 10 µM; hit rate 0.19% among 190,000; AID 760;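 active = GTP binding activity at least 20 points away from 100%, either lowered or raised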;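 also: 0% = beads with excess unlabeled GTP and 100% = no-compound control corrected for plate trend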
Cdc42 wt: changes GTP binding to wildtype human Cdc42 | P60953 | hit rate 0.2% among 190,000 | percent activity (GTP binding), % at 10 µM | GST-Cdc42 beads, Bodipy-GTP binding, flow cytometry; actives lie on both sides;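 active = percent activity GTP binding at least 20 points away from the 100% baseline, either down as inhibitor or up as activator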;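 also: median bead fluorescence of bound Bodipy-FL-GTP at 100 nM; 0% = excess unlabeled GTP control and 100% = no compound control; below 100% means less GTP binding so inhibitor and above means activator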
Mcl1 Noxa PPI: Mcl-1/Noxa interaction inhibition; AID 1022; hit rate 1.5% among 220,000; inhibition, % at 21.7 µM; TR-FRET Mcl-1/Noxa peptide binding, 2 h;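 active = compounds that cut the protein-peptide binding signal by more than 50% relative to plate controls in a single-dose test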;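 also: His-tagged Mcl-1 with rhodamine Noxa BH3 peptide and terbium anti-His antibody; 0% = Mcl-1 plus Noxa peptide wells and 100% = peptide-only wells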
Pf gametocyte: kills late stage P. falciparum gametocytes. hit rate 0.065% among 150,000. inhibition, % at 10.9 µM. P. falciparum stage V gametocytes, ATP luminescence, 24 h;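 active = inhibition above the mean plus 3 SD of compounds within the control limits, set per campaign, cut at about 38% in these data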;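 also: 0% = DMSO wells and 100% = medium only without gametocytes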
Rab7 wt GTP bind: alters GTP binding to wildtype dog Rab7; GST-Rab7 beads, fluorescent GTP binding, flow cytometry; actives lie on both sides; untreated = 100%, excess cold GTP = 0%; GTP binding activity (percent of control), % at 10 µM; hit rate 0.055% among 190,000; AID 758;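 active = fluorescent GTP binding to Rab7 beads changed by at least 20 points from the 100% baseline, either direction, mostly lower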;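 also: median green fluorescence of bound Bodipy-FL-GTP per Rab7 bead population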
HRas wt GTP bind: modulators of GTP binding to human HRas wildtype | GST-Ras wt beads, Bodipy-FL-GTP binding, flow cytometry; actives lie on both sides | GTP binding activity, % at 10 µM | hit rate 0.14% among 190,000;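 active = GTP binding activity at least 20% away from the 100% baseline, either lowered as inhibitor or raised as activator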;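 also: 0% = unlabeled GTP competition control and 100% = no-compound control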
Avidin bead fluor: avidin bead compound fluorescence profile; Avidin beads, compound fluorescence 488/530 nm, flow cytometry; hits give high values; fluorescence (KMESF) at 10 µM; hit rate 0.38% among 220,000; AID 1775; in the data active = fluorescence above about 47; also: inactives centre near 10
ABCB1 inh: blocks JC-1 efflux by human ABCB1 transporter; hit rate 0.067% among 190,000; inhibition, % at 6.6 µM; CCRF-Adr cells, flow cytometry; in the data active = inhibition above about 40%;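 also: 0% = vehicle and 100% = reference inhibitor; higher value means more JC-1 retained so stronger ABCB1 efflux block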
Target sequence (P08183 whole entry, looked up): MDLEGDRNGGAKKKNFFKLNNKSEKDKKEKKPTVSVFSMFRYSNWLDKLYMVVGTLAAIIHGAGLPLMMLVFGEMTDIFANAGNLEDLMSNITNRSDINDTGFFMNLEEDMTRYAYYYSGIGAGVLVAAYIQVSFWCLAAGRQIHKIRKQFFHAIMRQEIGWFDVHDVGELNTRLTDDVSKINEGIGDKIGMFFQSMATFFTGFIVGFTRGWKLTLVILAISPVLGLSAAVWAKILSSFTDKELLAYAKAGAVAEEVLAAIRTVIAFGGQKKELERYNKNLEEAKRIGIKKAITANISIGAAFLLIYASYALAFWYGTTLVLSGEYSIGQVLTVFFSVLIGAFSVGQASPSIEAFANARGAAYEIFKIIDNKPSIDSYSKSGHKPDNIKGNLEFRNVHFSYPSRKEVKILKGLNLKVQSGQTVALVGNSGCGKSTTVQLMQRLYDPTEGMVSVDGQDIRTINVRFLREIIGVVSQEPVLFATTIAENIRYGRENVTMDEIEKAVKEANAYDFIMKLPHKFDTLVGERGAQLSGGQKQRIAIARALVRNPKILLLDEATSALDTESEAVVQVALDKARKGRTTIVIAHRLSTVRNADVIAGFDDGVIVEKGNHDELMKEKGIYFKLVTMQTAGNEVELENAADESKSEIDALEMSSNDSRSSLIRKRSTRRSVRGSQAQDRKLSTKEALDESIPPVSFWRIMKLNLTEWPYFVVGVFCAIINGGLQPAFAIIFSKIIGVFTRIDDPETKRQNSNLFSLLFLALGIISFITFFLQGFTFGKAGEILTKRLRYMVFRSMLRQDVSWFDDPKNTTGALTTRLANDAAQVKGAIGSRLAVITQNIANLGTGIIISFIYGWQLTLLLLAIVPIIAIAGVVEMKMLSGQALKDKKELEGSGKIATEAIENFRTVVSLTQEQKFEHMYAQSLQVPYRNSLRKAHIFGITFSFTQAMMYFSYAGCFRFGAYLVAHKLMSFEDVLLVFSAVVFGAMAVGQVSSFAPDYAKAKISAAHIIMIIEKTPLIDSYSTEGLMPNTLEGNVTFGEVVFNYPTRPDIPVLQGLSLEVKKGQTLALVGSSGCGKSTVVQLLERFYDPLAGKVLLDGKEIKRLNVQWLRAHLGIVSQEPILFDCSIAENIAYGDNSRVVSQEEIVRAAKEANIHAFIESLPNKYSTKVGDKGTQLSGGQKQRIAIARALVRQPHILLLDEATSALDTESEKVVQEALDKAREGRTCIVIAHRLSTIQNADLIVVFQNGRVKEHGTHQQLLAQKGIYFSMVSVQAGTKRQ
ABCG2 block: human ABCG2 inhibition, ABCB1 as counter-screen | Q9UNQ0 | hit rate 0.1% among 190,000 | IgMXP3 cells, JC-1 efflux, flow cytometry | inhibition, % at 6.6 µM;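 active = inhibition above 80%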;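 also: 0% = DMSO and 100% = nicardipine control wells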
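System: two drug-resistant human cell lines, ABCG2 and ABCB1; controls: nicardipine high and DMSO low controls; times: 10 min exposure at 25 °C with rotation, no wash; detection: flow cytometry of retained JC-1 fluorescence; read-out basis: percent efflux inhibition, scaled nicardipine 100% to DMSO 0%; doses: one concentration, 6.6 µM final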
Numbers without * were called inactive; · = no result given. This is a random part of the collection; overall some 2.3% were active at least once.

SMILES	Rac1 act GTP bind	Rac1 wt GTP bind	Rab2A wt mod	Cdc42 wt	Mcl1 Noxa PPI	Pf gametocyte	Rab7 wt GTP bind	HRas wt GTP bind	Avidin bead fluor	ABCB1 inh	ABCG2 block
CCOc1ccc(NC(=O)N2CCC(n3c(=O)[nH]c4ccccc43)CC2)cc1	100	100	99	99	24	·	98	99	7	0.3	3
C/C(=N\Nc1ccc([N+](=O)[O-])cc1)c1ccc(N)cc1	98	104	100	102	18	-11	100	100	6	-0.2	0
CC(C)CNS(=O)(=O)c1ccc(S(=O)(=O)N2CCCN(Cc3ccccc3)C2)cc1	99	101	100	98	6	·	98	98	12	0.6	2
C=CCNC(=S)N1CCc2c([nH]c3ccccc23)C1C (stereo not given)	98	98	95	99	23	-32	93	95	9	0.9	25
CNc1nc(SCC(=O)OC)nc(N2CCOCC2)n1	97	95	97	97	-17	·	93	98	14	0.5	1
Cn1c(SCCOc2ccccc2Cl)nnc1-c1ccncc1	101	104	103	104	-22	·	98	101	14	-0.5	35
COC(=O)N/N=C(\C)c1ccc(OC(F)F)cc1OC(F)F	99	100	97	100	15	1	97	98	13	0.3	11
COCc1cc(=O)n2[nH]c(-c3cccc(Br)c3)cc2n1	92	90	91	93	20	·	97	93	7	0.1	5
CC(=O)N1CCc2ccccc2C1CC(=O)O (stereo not given)	95	98	95	95	17	-8	99	94	13	1.3	4
COCc1nnc(NC(=O)CCSc2ccccc2)s1	99	102	103	104	7	·	102	102	11	0.6	3
CCOC(=O)c1c(/N=C/c2cccc([N+](=O)[O-])c2O)sc(C)c1C	90	89	89	89	27	5	93	91	11	-0.2	2
CN(C)C(=O)COc1ccc2cc(-c3ccccc3)c(=O)oc2c1	101	107	101	104	-14	·	103	103	38	0.4	2
CCCCOc1ccc(CN2CCCCC2)cc1	100	103	99	101	8	·	101	103	7	-0.1	0
CN(Cc1cccc2cnccc12)C(=O)CCc1nnc(CCc2ccccc2)o1	95	97	97	99	31	1	97	97	4	1.7	2
CCOc1ccc(NC(=O)N2CCCC2C(=O)NCC2CCCO2)cc1 (stereo not given)	97	100	97	97	4	-29	97	97	11	-0.1	-1
COc1ccc(OCC(=O)Nc2ccc(C)cc2)cc1	99	104	102	104	5	7	101	101	15	1.0	4
O=C(CSc1nccn1-c1ccccc1)N1CCc2ccccc21	95	101	96	97	-8	-32	99	97	6	-2.0	-2
O=C(OCCN1C(=O)c2ccccc2C1=O)c1cc(S(=O)(=O)N2CCOCC2)ccc1F	101	110	101	102	8	·	101	101	12	0.5	5
Cc1cccc(N2C(=O)CC(NNc3nc4ccccc4s3)C2=O)c1 (stereo not given)	100	108	98	100	2	-16	96	103	10	0.2	9
COc1cccc(-c2noc(CCCC(=O)Nc3ccc(C(N)=O)cc3)n2)c1	100	101	99	99	17	23	104	100	11	0.4	2
CCC(OC(=O)c1cc2sccc2n1C)C(=O)NCc1ccco1 (stereo not given)	37*	37*	36*	40*	15	-13	22*	44*	15	0.3	1
CCCCC(=O)Nc1nnn(CCC)n1	90	89	89	93	·	·	92	93	12	0.7	3
N#C/C(=C/c1cn(CC(=O)O)c2ccccc12)C(=O)Nc1ccccc1	95	99	100	92	12	·	103	100	12	-0.5	-1
OCCOCCOc1ccc(-c2nn[nH]n2)cc1	97	98	99	99	4	-8	96	98	24	0.7	1
Cc1nnc(SCCn2c(N3CCCC(C)C3)nc3c2c(=O)[nH]c(=O)n3C)s1 (stereo not given)	101	108	106	104	12	30	105	105	5	0.4	1
CCOc1ccc(OCC)c(NC(=O)CN2CCN(c3cccc(C)c3C)CC2)c1	99	107	100	101	13	27	96	101	31	5.0	95*
CCCCOP(=O)(OCCCC)C1(NS(=O)(=O)c2ccccc2)C=CC(=O)c2ccccc21 (stereo not given)	97	98	99	95	39	·	99	96	14	3.7	-19
COc1ccc(N(CCCN2C(=O)c3cccc4cccc(c34)C2=O)C(=O)c2cccnc2)cc1	96	99	101	98	21	8	102	99	21	2.6	1
COCCNc1nnc(SCC(=O)NNC(=O)c2ccccc2)s1	91	91	94	91	13	-5	100	92	16	-0.4	0
O=C(NC1CCCCC1)c1cnn2c(C(F)(F)F)cc(-c3ccco3)nc12	95	95	95	91	14	·	97	96	26	0.9	6

Some of these compounds in order of the ABCB1 inh value, descending:
structure	ABCB1 inh
CCCCC(=O)Nc1nnn(CCC)n1	0.7
Cc1cccc(N2C(=O)CC(NNc3nc4ccccc4s3)C2=O)c1 (stereo not given)	0.2
N#C/C(=C/c1cn(CC(=O)O)c2ccccc12)C(=O)Nc1ccccc1	-0.5

Carrying on:
SMILES	Rac1 act GTP bind	Rac1 wt GTP bind	Rab2A wt mod	Cdc42 wt	Mcl1 Noxa PPI	Pf gametocyte	Rab7 wt GTP bind	HRas wt GTP bind	Avidin bead fluor	ABCB1 inh	ABCG2 block
CCOC(=O)n1c(=O)n(Cc2ccc(F)cc2)c2ccccc21	97	98	95	98	-2	-5	95	96	11	1.3	7
Cc1cc(N2CCN(S(=O)(=O)c3ccc(Br)cc3)CC2)n2ncnc2n1	95	95	94	95	-1	24	93	94	9	0.3	2
CN(C)S(=O)(=O)c1c(Cl)cccc1Cl	98	99	98	100	10	·	96	98	5	-0.2	-1
COC(=O)CCCCCN1C(=O)NC(c2ccc(-c3ccccc3)cc2)C(C(=O)OCc2ccccc2)=C1C (stereo not given)	99	108	104	103	2	·	104	103	11	3.5	11
CNCCCOc1cc(C)cc(C)c1C	98	103	100	100	24	·	99	98	9	0.0	0
O=C(C1CCN(S(=O)(=O)c2cccc3cccnc23)CC1)N1CCc2ccccc21	99	102	98	100	40	·	99	99	11	1.4	5
Cc1csc(NC(=O)c2cccc(C)c2C)n1	100	100	98	101	7	·	94	96	8	-0.9	-1
O=C(CCNS(=O)(=O)c1ccc2c(c1)CCC(=O)N2)NCc1ccc2c(c1)OCO2	101	102	100	104	8	-5	101	101	13	0.6	4
O=C(O)C1CCCCC1C(=O)NCCCc1ccccc1 (stereo not given)	100	104	105	104	3	·	112	104	16	-0.2	-1
Cc1cc(C)c(NC(=O)COC(=O)CSc2ccc(Br)cc2C)c(C)c1	99	105	100	100	4	20	99	100	3	0.4	10
Cc1cc(SCC(=O)c2ccc(O)c(O)c2)nc2ccccc12	95	97	98	99	46	·	107	97	10	-0.2	1
CCN(C(=O)CSc1cc(C)c2ccccc2n1)C1CCS(=O)(=O)C1 (stereo not given)	94	95	95	94	18	-3	102	95	0	-0.3	-1
COCCn1c(SCC(=O)NC2CCCC2)nc2cccnc21	94	96	98	95	12	14	97	93	6	5.2	0
NC(=O)CCn1ccc2ccccc21	97	99	100	99	4	11	104	101	8	0.8	4
CCCc1ccc(-c2cc(C(=O)NC3=NCCS3)c3ccccc3n2)cc1	101	103	99	101	4	0	100	98	11	0.7	29
CC(C)(C)C(=O)NC(=S)Nc1ccc(F)cc1	102	106	102	108	2	-19	100	103	6	0.0	0
CCNC(=O)CCSc1nnc(-c2ccco2)o1	102	109	102	105	21	24	105	103	7	-0.4	-6
CCn1cc([N+](=O)[O-])c(C(=O)Nc2nc(-c3ccc(C)cc3)c(C)s2)n1	99	101	101	100	0	·	100	101	12	-3.3	-6
Cc1c(C(=O)N2CCc3ccccc32)cnn1C	99	103	101	98	-1	12	101	101	3	0.6	5
O=[N+]([O-])c1cccc(-c2nnc3ccc4ccccc4n23)c1	98	96	94	97	17	·	95	97	3	2.5	21
CN(c1ccc(C(=O)Nc2ccc3c(c2)OCCO3)cc1)S(C)(=O)=O	100	104	102	99	-4	·	99	101	13	0.7	27
Cc1ccc(N(C(C)C(=O)N2CCC(C)CC2)S(C)(=O)=O)cc1C (stereo not given)	97	100	104	102	11	6	101	103	12	0.1	0
COCCn1c(NCc2ccco2)nc2c1c(=O)[nH]c(=O)n2C	94	97	96	97	7	·	96	95	10	0.2	1
Cc1ccccc1S(=O)(=O)Cc1ccc(C(=O)NCCCN2CCN(C)CC2)o1	96	97	96	98	7	-4	96	97	8	0.8	5
CC(=O)N(c1c(C)n(C)n(-c2ccccc2)c1=O)C1(C(=O)NC2CCCCC2)CCCCC1	99	101	99	100	-12	·	98	99	10	-0.1	0
COC(=O)C(C)N(C(=O)c1ccc(C(=O)c2ccccc2)cc1)c1c(C)cccc1C (stereo not given)	99	103	99	101	-12	·	98	101	13	5.2	3
O=C(OCc1c(Cl)cccc1Cl)c1ccncc1	99	98	97	97	2	15	96	96	20	-0.2	10
CCN(CC(=O)NCCc1ccc(S(N)(=O)=O)cc1)Cc1nc2cc(OC)c(OC)cc2c(=O)[nH]1	98	100	100	99	2	·	101	101	8	0.7	2
C/C(CC(=O)NCc1ccco1)=N\NC(=O)Cc1cccc2ccccc12	100	103	102	102	13	·	103	104	12	-5.6	-3
CCOC(=O)c1cc(-c2ccccc2)sc1NC(=O)CN1C(=O)NC(CC)(c2ccc(F)cc2)C1=O (stereo not given)	102	107	102	107	-29	3	102	105	4	·	·
CC(=O)/C(=N\Nc1ccccc1)Sc1nnc(-c2ccccc2)n1-c1ccccc1	96	99	93	97	2	-3	95	96	5	3.6	8
COc1ccc(-c2nc(SC(CC(=O)NCCO)c3cccs3)n[nH]2)cc1 (stereo not given)	96	100	98	97	3	0	99	99	9	0.0	0
Cc1nc(Nc2ccc(Cl)c(Cl)c2)sc1C(=O)Nc1ccccc1	99	98	94	97	22	-3	97	98	3	-0.4	-6
COc1cccc(NC(=O)COC(=O)c2c3c(nc4ccccc24)CCC(C)C3)c1 (stereo not given)	98	99	99	97	-1	-8	95	97	10	-0.3	-1
CCC(=O)Nc1ccc(C(=O)NNC(=O)c2cc([N+](=O)[O-])cc([N+](=O)[O-])c2)cc1	93	95	97	93	29	·	102	97	11	1.0	5
COc1cc2c(cc1NC(=O)c1cccc([N+](=O)[O-])c1C)oc1ccccc12	99	101	99	101	5	·	100	100	19	0.7	5
O=c1[nH]c(CSc2nnnn2-c2ccc(Cl)cc2)nc2ccccc12	92	94	95	92	12	0	105	97	20	-0.2	0
CCCN1Cc2cccc(C(=O)N3CCN(c4ccccc4)CC3)c2C1=O	100	100	97	99	-9	4	95	100	8	0.3	1
Cc1cccc(Nc2ncnc3nc[nH]c23)c1	103	108	104	109	-4	·	103	105	25	0.1	4
Cc1cc(C(F)(F)F)nn1CC(=O)NCc1ccco1	98	103	92	95	19	-1	97	97	7	0.3	2
c1ccc2c(c1)nc1n2CCN1CCNC1CCCCC1	95	101	99	100	10	-5	98	98	12	1.6	8
